NCOA1 inh = SRC1 coactivator transcriptional activity inhibitors, primary screen, cell-based, luminescence | Nuclear receptor coactivator 1 (Homo sapiens), Q15788 | HEK293 GAL4-SRC1 luciferase reporter | inhibition, % at 3.6 µM | hit rate 0.12% among 360,000 | AID 588354, 2011;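 active = inhibition above the campaign mean plus 3 SD, with each screening campaign given its own cutoff, cut at about 60% in these data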;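 also: 0% = DMSO treated cells and 100% = gossypol at 36 µM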
TROY NFkB inh = inhibitors of TROY-driven NF-kB signaling, primary screen, Q293 LMP1-TROYcd cells, NF-kB luciferase, uHTS | Q293 LMP1-TROYcd NF-kB luciferase reporter, 4 h | inhibition, % at 10 µM | hit rate 0.98% among 360,000;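 active = compounds whose plate-normalised and pattern-corrected inhibition of the luciferase reporter signal at the single screening dose is 50% or more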
NCOA3 inh = SRC3 coactivator transcriptional activity inhibitors, primary screen, cell-based, luminescence; Nuclear receptor coactivator 3 (Homo sapiens), Q9Y6Q9; inhibition, % at 3.6 µM; hit rate 0.17% among 360,000; AID 588352, 2011; HEK293 GAL4-SRC3 luciferase reporter;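 active = inhibition above a per-campaign cutoff, the mean of all compounds plus 3 SD, cut at about 60% in these data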;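 also: 0% = DMSO-treated cells and 100% = gossypol-treated cells at 36 µM; higher means less SRC3-driven luciferase light from the GAL4 reporter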
Target sequence (Q9Y6Q9 whole entry, looked up, the tested form may be a part): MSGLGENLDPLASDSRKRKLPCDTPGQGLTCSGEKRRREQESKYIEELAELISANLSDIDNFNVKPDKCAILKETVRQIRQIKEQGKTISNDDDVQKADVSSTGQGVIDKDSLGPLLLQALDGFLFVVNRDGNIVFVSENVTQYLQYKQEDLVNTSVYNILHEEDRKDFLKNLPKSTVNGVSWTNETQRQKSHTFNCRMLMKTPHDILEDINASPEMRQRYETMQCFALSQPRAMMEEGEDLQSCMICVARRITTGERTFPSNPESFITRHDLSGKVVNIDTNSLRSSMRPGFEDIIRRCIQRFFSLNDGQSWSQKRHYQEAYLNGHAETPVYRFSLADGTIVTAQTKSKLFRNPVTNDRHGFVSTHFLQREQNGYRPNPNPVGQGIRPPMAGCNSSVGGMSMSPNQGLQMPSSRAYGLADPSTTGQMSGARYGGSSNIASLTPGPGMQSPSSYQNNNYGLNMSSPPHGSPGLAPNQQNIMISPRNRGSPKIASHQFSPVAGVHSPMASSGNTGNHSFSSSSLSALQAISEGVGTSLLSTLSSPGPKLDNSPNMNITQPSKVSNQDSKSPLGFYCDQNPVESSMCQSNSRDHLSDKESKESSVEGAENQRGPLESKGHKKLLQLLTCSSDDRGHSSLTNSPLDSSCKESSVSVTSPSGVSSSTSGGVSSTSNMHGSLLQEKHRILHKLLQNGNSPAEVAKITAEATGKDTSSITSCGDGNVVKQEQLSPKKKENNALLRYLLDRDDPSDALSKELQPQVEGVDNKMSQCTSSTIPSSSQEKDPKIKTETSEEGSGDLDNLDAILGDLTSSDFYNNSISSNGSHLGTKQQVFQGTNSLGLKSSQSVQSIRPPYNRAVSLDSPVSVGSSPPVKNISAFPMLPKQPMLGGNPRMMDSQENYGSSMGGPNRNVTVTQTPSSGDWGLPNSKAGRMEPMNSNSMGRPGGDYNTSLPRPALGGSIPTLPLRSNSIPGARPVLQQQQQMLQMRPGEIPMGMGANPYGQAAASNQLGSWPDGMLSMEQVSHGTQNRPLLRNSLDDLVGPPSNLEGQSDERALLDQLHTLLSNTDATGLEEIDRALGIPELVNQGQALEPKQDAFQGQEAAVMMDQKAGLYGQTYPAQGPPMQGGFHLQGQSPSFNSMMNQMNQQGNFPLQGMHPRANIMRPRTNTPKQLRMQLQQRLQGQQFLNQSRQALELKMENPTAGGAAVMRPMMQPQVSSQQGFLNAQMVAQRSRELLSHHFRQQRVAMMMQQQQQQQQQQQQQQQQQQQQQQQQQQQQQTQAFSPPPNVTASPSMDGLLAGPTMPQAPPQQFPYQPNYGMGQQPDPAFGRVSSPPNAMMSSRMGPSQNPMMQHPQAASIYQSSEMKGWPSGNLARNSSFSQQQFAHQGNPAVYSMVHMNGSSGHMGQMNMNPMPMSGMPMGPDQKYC
TRAIL sens C8 = viability loss with TRAIL in NB7+C8 cells, primary screen, TRAIL sensitizer project, cell-based, ATPlite luminescence; inhibition (viability loss, TRAIL sensitization), % at 10 µM; hit rate 1% among 360,000; AID 624354, 2012;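 active = compounds causing at least 50% loss of cell viability in the single-dose screen, relative to plate controls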
TWEAK Fn14 block = inhibitors of TWEAK-Fn14 signaling, primary screen, luciferase reporter cells, uHTS; AID 1159606, 2016; inhibition, % at 10 µM; TWEAK-stimulated Fn14 reporter cells, luciferase luminescence, 8 h; hit rate 2% among 360,000; in the data active = inhibition above about 50%
LRH-1 inv ag = LRH-1 (NR5A2) inverse agonists, primary screen, cell-based, luminescence, HEK293T, StAR-luciferase reporter. LRH-1 transfected, 24 h. Nuclear receptor subfamily 5 group A member 2 (Homo sapiens), O00482. hit rate 0.13% among 360,000. AID 602396, 2012. inhibition, % at 3.6 µM;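 active = inhibition above the mean inhibition of all tested compounds plus 3 SD, cut at about 73% in these data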;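 also: 0% = DMSO wells and 100% = reporter-only cells lacking LRH-1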
KKLEB cytotox = cytotoxicity in KKLEB CF airway cells, primary screen, cytotoxicity control for CF NF-kB inhibitor project, cell-based, uHTS, fluorescence assay plates; AID 602141, 2011; KKLEB CF airway cells viability, ATPlite luminescence, overnight; hits give low values; cells stimulated with P. aeruginosa culture filtrate; activity change (cytotoxicity), % at 5 µM; hit rate 0.36% among 360,000;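 active = corrected activity change at or below -50% at 5 µM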
LMP1 NFkB inh = EBV LMP1-driven NF-kappaB luciferase reporter inhibitors, primary screen, cell-based, luminescence, single point. LMP1-induced NF-kappaB luciferase reporter cells. inhibition, % at 12.5 µM. hit rate 0.69% among 350,000. AID 504558, 2011; in the data active = inhibition above about 41%;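 also: 0% = neutral control wells and 100% = reference inhibitor control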
Shn3 3UTR inh = reduction of Shn3 3'UTR firefly luciferase signal, primary screen, Schnurri-3 inhibitor project, cell-based, Clone20 osteoblasts, set 2 | Clone20 osteoblast Shn3 3'UTR firefly luciferase, 24 h | hit rate 0.52% among 360,000 | inhibition, % at 12.5 µM;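 active = mean inhibition of at least 75% with every replicate also reaching 75%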;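 also: 0% = median of neutral control wells and 100% = pilot-screen positive control compound; some compounds past the cut are filed as inactive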
CF NFkB inh = inhibitors of PAF-induced NF-kB signaling, primary screen, cell-based, GFP fluorescence, uHTS; hit rate 0.86% among 360,000; KKLEB NF-kB-GFP reporter, GFP fluorescence overnight; inhibition, % at 5 µM;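 active = at least 50% inhibition at 5 µM, scaled per plate between neutral and stimulator controls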;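 also: PAF is a Pseudomonas aeruginosa culture filtrate used as stimulus; plate controls were PAF-stimulated DMSO wells for no effect and unstimulated DMSO wells for full effect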
COUP-TFII inh = NR2F2 transcriptional activity inhibitors, primary screen, cell-based, luciferase reporter, HEK293T, luminescence | COUP transcription factor 2 (Homo sapiens), P24468 | HEK293T NGFI-A luciferase reporter | inhibition, % at 8.6 µM | hit rate 0.7% among 370,000;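 active = inhibition above a per-plate cutoff, mean inhibition of test wells between control levels plus 3 SD, cut at about 38% in these data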;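 also: cells cotransfected with COUP-TFII expression vector driving the NGFI-A reporter; 0% = median of COUP-TF2 test wells and 100% = reporter-only cells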
Numbers without * were called inactive; . = no result given. The list is partial, so the mix of outcomes need not match the whole.

SMILES	NCOA1 inh	TROY NFkB inh	NCOA3 inh	TRAIL sens C8	TWEAK Fn14 block	LRH-1 inv ag	KKLEB cytotox	LMP1 NFkB inh	Shn3 3UTR inh	CF NFkB inh	COUP-TFII inh
COc1ccc(C(=O)N2CCN(S(=O)(=O)c3ccc4c(c3)OCCO4)CC2)cc1	4	8	21	-8	23	9	-1	15	3	-12	18
COC(=O)c1ccc(C2NC(=S)N(c3ccccc3)C(C)=C2C(=O)Nc2ccccc2OC)cc1 (stereo not drawn)	15	5	13	-14	-9	7	12	1	-4	2	6
N#Cc1cccc(NS(=O)(=O)c2ccccc2Cl)c1	7	-1	0	-6	7	-4	12	7	7	-46	-4
CC(C)(C)C1CCC(C(=O)Nc2ccccc2)CC1 (stereo not drawn)	-2	-36	20	6	-7	17	6	-2	-8	-9	-10
O=C(CCN1C(=O)c2ccccc2S1(=O)=O)N1CCN(c2ccccc2)CC1	-22	-9	6	-3	-4	11	9	4	2	15	11
Cc1noc(C)c1NC(=O)Nc1ccc2c(c1)C(=O)N([C@H](C)CO)C[C@H](C)[C@@H](CN(C)C(=O)Nc1ccccc1)O2	-29	-9	9	3	16	3	4	-11	5	0	-14
CN(Cc1ccccc1)C(=O)c1[nH]cnc1C(=O)NC1CCN(C(=O)OC(C)(C)C)CC1	-21	7	-21	-7	19	-12	-14	-1	27	9	17
CCc1ccccc1N1C(=O)CC(N2CCc3ccccc32)C1=O (stereo not drawn)	-3	-5	14	-7	1	-8	5	0	1	-8	12
CCN(CC)C(=O)CCSc1nnc(-c2ccncc2)o1	-10	-11	10	-8	47	17	0	5	5	-7	17
Cc1cccc(Nc2nnc(SCC(=O)NCC3CCCO3)s2)c1C (stereo not drawn)	12	5	14	-7	20	5	0	2	4	22	8
CCCCOC(=O)Nc1cccc(Cl)c1C	-34	-30	-36	-7	-27	-36	-5	-14	-28	9	-25
N#CC(=Cc1cccs1)c1nc(-c2ccc(Cl)cc2)cs1	-13	-67	-10	14	-33	-2	2	-19	-27	-32	2
O=C(CCNS(=O)(=O)c1cccs1)N1CCCCCC1	-69	-48	-53	6	4	-54	14	-9	-42	4	-47
C=CCn1c(CCNC(=O)c2ccccc2F)nnc1SCC(=O)Nc1ccccc1F	15	-2	2	-15	1	10	5	-1	4	15	11
O=C(Cc1cccc(NC(=O)C2CCN(C(=O)C3CCC3)CC2)c1)Nc1cccc(C(=O)N2CCOCC2)c1	-4	1	-5	-13	-10	-1	7	0	-1	4	-20
CC(C)CCN(C(=O)C1CCCC1)c1c(N)n(Cc2ccccc2)c(=O)[nH]c1=O	-7	-8	10	-11	14	-2	0	-1	-12	-11	12
COC(/C=C/Nc1ccc(C)cc1)=C(C#N)C#N	-7	-6	7	0	7	11	-3	0	-1	18	-24
CCOc1ccc(S(=O)(=O)N2CCN(C(=O)c3cccn3C)CC2)cc1	-10	-31	19	4	-21	4	9	2	9	-7	18
O=C1CCCc2nn(-c3ccccc3)c(-c3ccncc3)c21	-6	-17	21	3	-1	14	10	4	10	-13	15
O=C(Cn1c(=O)sc2ccccc21)Nc1nc2c(s1)CCCC2	-2	-23	32	0	-13	9	-1	11	2	-2	8
c1ccc(CCNc2nc(-c3ccncc3)cs2)cc1	-28	-32	-17	0	26	-71	-11	-2	-13	8	-7
CC(C)n1c(NCc2ccc(N(C)C)cc2)nc2ccccc21	1	-8	-11	3	-16	3	-3	-1	-6	0	5
CC(=O)/C=C/c1ccccc1Oc1c(F)c(F)nc(F)c1F	-13	-29	14	6	2	18	-5	-58	59	-29	5
Cc1ccccc1COC(=O)c1nn(-c2ccccc2)nc1N	-74	-48	13	5	-18	-24	10	-11	4	-5	15
O=C(c1ccco1)N(CCC(c1ccccc1)c1ccco1)Cc1ccccc1 (stereo not drawn)	3	3	6	4	14	8	-5	2	2	29	3
Next compounds
SMILES	NCOA1 inh	TROY NFkB inh	NCOA3 inh	TRAIL sens C8	TWEAK Fn14 block	LRH-1 inv ag	KKLEB cytotox	LMP1 NFkB inh	Shn3 3UTR inh	CF NFkB inh	COUP-TFII inh
Cc1ccc(N2CC(C(=O)Nc3nnc(SCc4ccccn4)s3)CC2=O)cc1 (stereo not drawn)	-12	-8	-5	0	10	0	-21	1	1	7	-11
COc1ccccc1NC(=O)c1csc2c1CCCC2	-2	-41	-21	2	-1	-5	5	-3	12	-6	-4
O=c1c(C(c2ccc(Br)cc2)c2c(O)nc3n(c2=O)CCCS3)c(O)nc2n1CCCS2	-47	12	4	14	1	-2	0	7	5	-4	7
Cc1cc(C)nc(SCc2nnc(SCC(=O)Nc3nccs3)n2C)n1	13	-13	-16	-5	-5	5	9	-6	-11	-3	5
COC(=O)c1cccc(NC(=O)CSc2nnc(C)o2)c1	10	0	7	-2	17	7	4	-1	10	3	-32
Brc1ccc(C2Nc3cccc4cccc(c34)N2)cc1	-6	28	-20	-3	21	21	3	0	-12	-11	-24
COc1ccc(/C=N/NC(=O)CNC(=O)c2ccc(S(=O)(=O)N3CCOCC3)cc2)c(OC)c1	3	-5	7	-5	-1	0	-9	9	-21	0	-9
C=CCN1CCN(C(c2cccc(OC)c2OC)c2nnnn2CCC(C)C)CC1 (stereo not drawn)	-40	8	-3	1	3	9	5	8	2	2	16
COC(=O)c1c(SCc2cccc3ccccc23)nc(=O)[nH]c1C	-33	43	6	0	0	-9	8	2	-7	10	5
CC(C(=O)Nc1ccc(Br)cc1)N(C)CC(=O)NCc1ccco1 (stereo not drawn)	-27	0	-13	-1	-3	15	24	0	13	-11	-5
CC(=O)N1CCC(=NNC(=O)c2cccs2)CC1	-88	-58	-95	-1	-28	-118	0	-3	-2	14	-56
O=[N+]([O-])c1ccc2[nH]c(=S)[nH]c2c1	-3	-13	-28	3	1	-1	0	-8	-10	-36	-12
O=C(CCN=C1NS(=O)(=O)c2ccccc21)NCc1ccccc1F	-12	-11	0	-15	5	19	-28	-6	8	-6	17
Cc1nc(SCc2ccc(Cl)c(Cl)c2)n[nH]1	-13	-41	-29	-9	-29	-33	-1	-11	-18	10	0
O=C(NC1CCCCC1)N(Cc1ccc(F)cc1)Cc1nc2ccccc2c(=O)[nH]1	9	-10	10	0	-5	-5	-5	-8	15	6	3
CS(=O)(=O)NN1C(=O)c2ccccc2NC1c1c[nH]c2ccccc12 (stereo not drawn)	-47	-35	-22	1	-10	0	-2	13	-14	-24	-6
CCCCOc1cccc(C(=O)N(Cc2ccco2)C2CCS(=O)(=O)C2)c1 (stereo not drawn)	-3	-7	19	-4	21	-3	-13	3	9	14	7
COc1ccc(/C(O)=C2\C(=O)C(=O)N(c3cc(C)on3)C2c2ccccc2OC)cc1 (stereo not drawn)	5	13	22	13	-8	1	15	5	4	-7	14
CCOc1cc(/C=C(\C#N)c2[nH]nc(N)c2C#N)ccc1O	7	15	2	-4	8	20	-27	-6	11	10	-24
COc1ccccc1NC(=O)c1cc(OC)c(OC)cc1[N+](=O)[O-]	9	-7	-8	-2	15	-5	-2	-5	-6	-8	11
COC(=O)c1ccc2nc(Nc3nc4ccc(F)cc4s3)sc2c1	26	79*	33	1	92*	1	1	37	39	-10	52*
O=C(COC(=O)c1ccccc1NC(=O)c1ccco1)Nc1ncc(Cl)cc1Cl	-9	4	-10	-8	3	-9	-16	-7	-16	14	5
O=S(=O)(NN=C1CCCCC1)c1ccccc1	-23	41	2	1	4	6	3	-2	5	-11	-11
CCCSc1nnc(N2C(=O)CC(c3ccsc3)C3=C2CCCC3=O)s1 (stereo not drawn)	20	-15	17	-1	-29	-5	16	-4	7	13	2
COc1cccc(N2CCN(CC(=O)Nc3nc(C)c(C(=O)N(C)C)s3)CC2)c1	-2	9	-14	3	-8	-6	-1	9	4	-10	4
Additional entries follow.
SMILES	NCOA1 inh	TROY NFkB inh	NCOA3 inh	TRAIL sens C8	TWEAK Fn14 block	LRH-1 inv ag	KKLEB cytotox	LMP1 NFkB inh	Shn3 3UTR inh	CF NFkB inh	COUP-TFII inh
Cc1cc2c(cc1S(=O)(=O)CCC(=O)NCc1ccccc1)OCC(=O)N2	1	4	11	0	2	-13	12	3	-10	-8	1
CCCOC(=O)C1=C(C)NC2=C(C(=O)C(C(=O)OC)C(C)C2)C1c1ccc(N(C)C)cc1 (stereo not drawn)	3	13	-6	9	-12	12	6	-8	8	-18	-8
O=C(Nc1ccc(-c2nnc3n2CCCCC3)cc1)c1ccco1	8	-4	0	-1	0	-38	14	-5	-5	11	-3
COC(=O)CCCC(=O)NC1CC(C)(C)Cc2c1cnn2-c1ccc(C)cc1 (stereo not drawn)	1	3	-6	9	-1	5	-14	-6	22	5	19
Cc1nc(-c2cccnc2)sc1C(=O)Nc1ccc(C(F)(F)F)cc1	3	6	13	42	19	7	-11	9	12	11	9
CC(=O)/C(=C/N(C)C)Sc1ccc(C)cc1	17	12	14	4	18	-6	7	-5	-12	-5	2
COc1ccc(C(=O)C2CCCN(Cc3cccn3-c3ccccn3)C2)c(OC)c1 (stereo not drawn)	17	11	30	14	-1	24	-8	16	38	17	3
Cc1cc(=S)n(-c2ccccc2)n1C	7	2	-10	-7	-16	5	-3	-2	-5	6	-2
O=C(O)CCc1ccc(-c2ccc(F)cc2)n1CC(=O)O	7	-6	5	-2	4	2	3	4	13	-8	9
Cc1ccc(N2CCN(/N=C/C(Cl)=C/c3ccccc3)CC2)cc1	14	3	17	18	-2	-5	4	-6	11	-2	-5
O=C(NC(=S)Nc1ccccc1Br)C1CCCCC1	-29	-49	-19	0	-6	-15	-8	0	-9	-6	-11
NC(=O)c1ccc(NC(=O)C#Cc2ccccc2)cc1	-7	-5	1	26	89*	10	2	27	16	22	-50
COc1ccc2c(c1)C(=O)Cc1ccccc1O2	10	-12	16	6	-8	15	-2	-14	.	-7	16
CC(c1ccon1)N(C)C(=O)c1cccc(OC2CCN(S(C)(=O)=O)CC2)c1 (stereo not drawn)	-9	-2	-17	9	-12	-8	15	4	-14	-36	-3
CCO[C@H]1OC(C(=O)NCc2ccccc2)=C[C@@H](C2CC2)[C@@H]1CCCO	-15	17	4	13	-13	-3	-4	7	-4	-5	2
CCc1nc2c(OCc3c(C)noc3C)cccn2c1N(C)C(=O)c1ccccc1F	9	11	4	-3	1	10	24	.	-3	-10	.
